# Bioassay records (PubChem)
# TrxR1 substrate: rat thioredoxin reductase 1 substrate activity | actives 0.01% (n = 390,000) | O89049 | Potency, µM (series often up to 114 µM), without a hit: at the top dose activity change, negative = substrate turnover | purified TrxR1 substrate turnover, NADPH consumption readout; further: potency means the concentration at half of the fitted maximal effect; on the % scale 0 is the no-effect control and ±100 the full control effect; nearly all actives have a fitted effect of over 50% in size
#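 Rat TrxR1, dispensed at 90 nM, was prereduced with 400 uM NADPH (final) for 5 min at ~22 deg C, then incubated with compound 15 min before 400 uM selenite. A first-read NADPH fluorescence drop versus no-compound background flagged substrates.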
# USP1 inh: USP1/UAF1 (human) deubiquitinase inhibition. actives 0.23% (n = 390,000). Potency, µM (highest dose often 57.1 µM), inactives show top-dose activity change, negative = inhibition, usual class: inhibitors. O94782. recombinant USP1/UAF1, Ub-Rhodamine cleavage fluorescence; further: potency means the concentration at half of the fitted maximal effect; on the % scale 0 is the no-effect control and ±100 the full control effect; nearly all actives have a fitted effect of over 60% in size; inactives centre near -12
#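 High-throughput fluorogenic screen: 1nM USP1/UAF1 complex, Ub-Rho substrate 150nM final, 50mM HEPES pH 7.8 with 0.5mM EDTA, 0.1 mg/ml BSA, 1mM TCEP and 0.01% Tween-20.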
# Tb PGK inh: blocks T. brucei phosphoglycerate kinase | P07378 | PGK/GAPDH coupled, Kinase-Glo luminescence, 60 min | Potency, µM (series often up to 57.5 µM), inactives show at the highest dose activity change, negative = inhibition, most hits filed as inhibitors | actives 0.043% (n = 380,000); further: potency means the concentration at half of the fitted maximal effect; on the % scale 0 is the no-effect control and ±100 the full control effect; nearly all actives have a fitted effect of over 60% in size
# Target sequence (P07378 whole entry, looked up): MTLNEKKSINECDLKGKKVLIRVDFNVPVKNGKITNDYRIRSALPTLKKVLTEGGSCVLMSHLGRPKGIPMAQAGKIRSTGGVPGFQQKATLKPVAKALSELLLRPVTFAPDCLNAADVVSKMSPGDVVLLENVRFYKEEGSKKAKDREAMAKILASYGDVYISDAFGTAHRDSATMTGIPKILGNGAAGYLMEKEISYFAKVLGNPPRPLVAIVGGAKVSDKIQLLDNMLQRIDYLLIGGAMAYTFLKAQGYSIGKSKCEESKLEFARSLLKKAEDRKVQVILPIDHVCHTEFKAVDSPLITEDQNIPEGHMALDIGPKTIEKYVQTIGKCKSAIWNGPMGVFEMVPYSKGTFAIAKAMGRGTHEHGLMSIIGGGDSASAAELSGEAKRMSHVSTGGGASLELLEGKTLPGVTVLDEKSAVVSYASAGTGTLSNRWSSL
#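 Recombinant glycosomal PGK reaction used 1,3-bisphosphoglycerate generated in-well by GAPDH (100nM final) in 100mM TEA pH 7.6, 5mM MgCl2, 0.01% Tween-20. After 60 minutes at room temperature, ATP was read by Kinase-Glo Plus luminescence end-point.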
# rTrxR1 inhibitor: inhibitors of rat thioredoxin reductase 1; O89049; recombinant rTrxR1, NADPH fluorescence consumption, selenite substrate; Potency, µM (series often up to 114 µM), for the others: at the top dose activity change, negative = inhibition, hits mostly inhibitors; actives 1% (n = 390,000); AID 588453; further: potency means the concentration at half of the fitted maximal effect; on the % scale 0 is the no-effect control and ±100 the full control effect; nearly all actives have a fitted effect of over 65% in size
#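 Rat TrxR1 (90 nM in the dispensed reagent) was pre-reduced with 400 uM NADPH for 5 min at room temperature, then incubated with compound for 15 min. After 400 uM selenite was added, NADPH fluorescence (Ex 340/Em 450 nm) was followed for 8 min.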
# GLS inh: blocks human kidney-isoform glutaminase activity. GLS enzymatic activity, qHTS titration. actives 0.21% (n = 410,000). Potency, µM (doses to about 45.5 µM), without a hit: at the highest dose activity change, negative = inhibition, actives largely listed as inhibitors. AID 624170. O94925; further: potency means the concentration at half of the fitted maximal effect; on the % scale 0 is the no-effect control and ±100 the full control effect
#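 Coupled fluorescence readout: glutamate oxidase/HRP/Amplex Red detect glutamate formed by hKGA from L-glutamine (1 mM solution added). Buffer 45 mM KH2PO4 pH 8.2, 0.02% Tween-20; reads at t0 and 30 min RT.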
# HP1b binding inh: inhibitors of HP1-beta chromodomain binding to methylated histone tails. AID 540317. actives 0.56% (n = 390,000). Potency, µM (highest dose often 114 µM), for inactives: at the highest dose activity change, negative = inhibition, most hits filed as inhibitors. P83916. AlphaScreen HP1-beta / biotin-H3K9me3 peptide binding; further: potency means the concentration at half of the fitted maximal effect; nearly all actives have a fitted effect of over 70% in size; inactives centre near 23
#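 Compound inhibition of the preformed complex between 50 nM HP1-beta and 50 nM biotinylated H3K9me3 peptide was read by AlphaScreen. Buffer was PBS pH 7.4 with 0.01% Tween-20. Incubations ran 30 min at room temperature, with 10 ug/mL donor/acceptor beads.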
# PI4K2A block: blocks human PI4K2A kinase activity | Q9BTU6 | purified PI4K2A, ADP-Glo luminescence, 1 h; hits give low values | activity change, negative = inhibition, % at 76.9 µM | actives 0.13% (n = 420,000) | AID 1346378; in the data active means activity change below about -50%; inconclusive means mostly about -30% to -49%;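 further: -100% = wells without enzyme as full effect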
#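 PI4K2A activity was measured by ADP-Glo luminescence: enzyme (4 ug/mL stock) and phosphatidylinositol (1.2 mM stock) in Tris pH 7.5/MgCl2/EGTA/Triton X-100 buffer were reacted with ATP (300 microM stock) for one hour at ambient temperature.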
# IDH1 R132H inh: blocks human mutant IDH1 R132H enzyme | O75874 | Potency, µM (highest dose often 76.6 µM), for the others: at the highest dose activity change, negative = inhibition, most hits filed as inhibitors | AID 602179 | actives 0.093% (n = 390,000) | IDH1-R132H enzyme, NADPH consumption, diaphorase/resazurin fluorescence; further: potency means the concentration at half of the fitted maximal effect; on the % scale 0 is the no-effect control and ±100 the full control effect; nearly all actives have a fitted effect of over 65% in size
# Target sequence (O75874 whole entry R132H, stated change not applied): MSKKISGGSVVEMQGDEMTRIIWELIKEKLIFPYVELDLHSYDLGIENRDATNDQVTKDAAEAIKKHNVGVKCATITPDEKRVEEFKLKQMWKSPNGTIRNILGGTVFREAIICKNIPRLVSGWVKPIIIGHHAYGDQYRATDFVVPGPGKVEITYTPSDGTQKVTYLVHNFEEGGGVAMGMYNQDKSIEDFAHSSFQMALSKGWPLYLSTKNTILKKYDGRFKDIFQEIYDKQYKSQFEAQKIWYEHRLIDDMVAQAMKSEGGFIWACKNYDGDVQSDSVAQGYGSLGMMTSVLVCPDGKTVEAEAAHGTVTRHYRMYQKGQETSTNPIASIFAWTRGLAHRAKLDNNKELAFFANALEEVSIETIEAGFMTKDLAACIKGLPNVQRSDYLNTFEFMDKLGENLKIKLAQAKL
#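 IDH1-R132H (0.5 ug/mL) preincubated 30 min with compound, then NADPH (0.016 mM) and alpha-KG (2 mM) added; 80 min at RT, pH 7.5. Remaining NADPH coupled via diaphorase/resazurin to fluorescence (540/590 nm); concentration-response curves normalized to no-enzyme control.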
# Pin1 inhibitor: inhibitors of human Pin1. Q13526. Pin1 FP peptide displacement, HiFluor488, 10 min. Potency, µM (series often up to 115 µM), without a hit: at the top dose activity, negative = inhibition, usual class: inhibitors. actives 0.009% (n = 390,000). AID 504891; active means well fitted inhibition curve with a large enough effect in the polarisation, with a control signal flat, not every such curve was filed as active; inconclusive means small, poorly fitted or top-dose-only effect, or effect the other way, or a change in a side signal; inactive means no such curve, though single readings can be large or run the other way; the % refers to the polarisation; further: potency means the concentration at half of the fitted maximal effect; on the % scale 0 is the no-effect control and ±100 the full control effect
# Target sequence (Q13526 whole entry, looked up): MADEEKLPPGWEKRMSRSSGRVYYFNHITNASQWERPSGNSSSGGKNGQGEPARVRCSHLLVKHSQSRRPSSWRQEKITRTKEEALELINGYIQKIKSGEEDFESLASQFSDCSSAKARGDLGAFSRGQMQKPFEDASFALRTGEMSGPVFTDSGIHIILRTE
# * = called active by the depositor; i = inactive; ? = inconclusive; / = not tested or not shown; & = joins results of further samples; [ ] = another dose, or the depositor's remark. Unless noted, the call rests on the fitted dose curve; in most records, active means well fitted curve in the direction sought with a large enough effect; inconclusive means small, poorly fitted or top-dose-only effect, or another doubt; inactive means no such curve, though single readings can be large; an effect the other way counts as inactive or inconclusive. Not all compounds are listed; rates above refer to the full screens.
SMILES,TrxR1 substrate,USP1 inh,Tb PGK inh,rTrxR1 inhibitor,GLS inh,HP1b binding inh,PI4K2A block,IDH1 R132H inh,Pin1 inhibitor
O=C(OCCN1CCOCC1)c1cccs1,-4%,1%,-4%,-8%,12%,30%,0,-5%,-2%
CCS(=O)(=O)Nc1ccc(C2=NN(C(=O)c3ccco3)C(c3ccc(Cl)o3)C2)cc1 (centres undefined),19%,-10%,-11%,24%,-15%,5%,-6,5%,13%
CCOc1ccc(C2C(=O)N(C3CCCCC3)CC(=O)N2C2CCCC2)cc1OC (centres undefined),3%[57.1 µM],-3%,12%,10%[57.1 µM],1%,19%,5,22%,-6%
Cc1csc2nc(-c3cccc(NC(=O)c4ccccc4Cl)c3)cn12,-7%[57.1 µM],-10%,-4%,3%[57.1 µM],-11%,7%[57 µM],-3,-3%,?
Cc1cccc(NC(=O)CNC(=O)c2cc(C3CC3)nn2-c2ccccc2)c1C,-9%,-10%,-6%,-9%,1%,20%,-1,3%,10%
Cc1ccc(Cn2ccc(NC(=O)c3nc4ncccn4n3)n2)cc1,-7%,-10%,-6%,23%[0.457 µM],0%,22%,-1,0%,0%
CCCOc1ccc(C(C)(O)CN2CCOCC2)cc1 (centres undefined),10%[57.1 µM],-17%,-4%,14%[57.1 µM],9%,17%,-1,-1%,0%
Cc1ccc(/C=C/c2nc3ccccc3n2S(=O)(=O)c2ccc(Br)cc2)cc1,-8%[57.1 µM],3%,0%,14%[57.1 µM],-5%,39%[activator],-63*,-14%,12%
O=C(c1ccc(Br)o1)N1CCN(Cc2ccc3c(c2)OCO3)CC1,-2%,-2%,-3%,-17%,6%,2%,1,-6%,-2%
CC(=O)Nc1ccc(C(=O)OCC(=O)NCc2ccc3c(c2)OCO3)cc1,-7%[57.1 µM],?,-5%,9%[57.1 µM],-15%,35%[activator],-12,2%,-1%
CC1=C(C(=O)Nc2ccc(C)cc2C)C(c2cccs2)n2nc(SCc3ccccc3Cl)nc2N1 (centres undefined),4%,?,0%,34%,-2%,33%[activator],4,-7%,1%
COc1ccc(-c2c3c(=O)n(C)c(=O)n(C)c3c3n2-c2ccccc2NC3c2ccc(OC)cc2)cc1 (centres undefined),-3%,-2%,i,4%,-11%,45%[activator],-2,-16%,-1%
C=CCOC(=O)C1C(=O)CC(C)(O)C(C(=O)OCC=C)C1c1ccc(N(C)C)cc1 (centres undefined),1%,-10%,i,21%,24%,8%,9,18%,1%
Cc1ccc(C(=O)N2[C@@H]3CN(C)C(=O)[C@@]2(C)[C@H]2C(=O)N(C)C(=O)[C@@H]32)cc1,-3%[57.1 µM],-19%,8%,-13%[57.1 µM],-3%,22%,1,-13%,-2%
C/C(=N\NC(N)=O)c1cc(Cl)cc(Cl)c1O,1%,-11%,-2%,19%,13%,16%,-1,-4%,3%
Nc1cc(=O)[nH]c(=S)n1-c1cccc(C(F)(F)F)c1,2%[57.1 µM],-7%,-10%,-14%[57.1 µM],1%,29%,7,-4%,4%
CCNc1nc(NCC)n2c(SCC(=O)Nc3ccc(NC(C)=O)cc3)nnc2n1,9%[11.4 µM],-6%,-25%,-2%[11.4 µM],61%[activator],0%,-2,2%,1%
CCOC(=O)c1cnn(-c2ncnc3sc(C)c(C)c23)c1N,8%[57.1 µM],-3%,-1%,13%[57.1 µM],-2%,17%,0,0%,-9%
COc1ccc(OC)c(-c2nnc3n2N=C(c2ccc(OC)c(OC)c2)CS3)c1,-3%[57.1 µM],/,-8%,-10%[57.1 µM],-2%,37%,0,/,-3%&3%
Cc1ccc(NC(=O)c2ccsc2)cc1NS(C)(=O)=O,-17%[57.1 µM],-14%,i,17%[57.1 µM],-7%,15%,6,7%,-8%
O=C(CCN1C(=O)c2ccccc2S1(=O)=O)Nc1cccc(F)c1,0%[57.1 µM],-11%,i,6%[57.1 µM],-2%,29%,-1,-10%,-1%
O=C(O)CCSc1ncnc2sc(-c3ccccc3)cc12,8%,-29%,-3%,?,12%,33%,-3,0%,0%
CC(C)n1c(=O)nc(-c2ccccc2)c2cc3c(cc21)OCO3,/,-17%,-7%,/,-13%,/,7,-5%,/
CCCCNC(=S)NNC(=O)c1cc(-c2ccncc2)nc2ccccc12,-10%,-21%,i,?,-1%,9%,-9,7%,-6%
O=[N+]([O-])c1cccc(CP(=O)(c2ccccc2)c2ccccc2)c1,14%,?,4%,11%,-3%,42%,-3,-3%,?
CCOC(=O)c1cnc2ccc(C(=O)OC)cc2c1Nc1ccc(N2CCOCC2)cc1,-12%,-36%,-3%,-16%,3%,?,-11,12%,2%
Cc1ccccc1C(=O)Nc1nnc(SC(C)C)s1,-4%,-6%,-4%,9%,-2%,39%[activator],4,7%,-9%
COc1cc2c(cc1NC(=O)C(C)OC(=O)/C=C/c1ccc(OC(F)F)cc1)oc1ccccc12 (centres undefined),-17%,-16%,-9%,-12%,11%,33%,-3,1%,25%
CCOc1ccc(N(CC(=O)Nc2ccc(CC)cc2)S(=O)(=O)c2c(C)[nH]c(=O)[nH]c2=O)cc1,-6%,-3%,-2%,3%,18%,22%,-4,-10%,0%
CN1CCN(NC(=O)Nc2ccc(Br)cc2)CC1,-16%,-7%,3%,-19%,-9%,35%,-4,0%,0%
Cc1nc2ncnn2c(N2CCN(C(c3ccccc3)c3ccccc3)CC2)c1C,1%,-6%,-7%,-20%,-2%,1%,2,-6%,4%
Cc1ccc(NC(=O)c2ccc(-c3nn(C)c(=O)c4ccccc34)cc2)cc1,10%,-10%,7%,23%,-10%,32%,1,7%,23%
O=c1oc2ccccc2c2c1C(c1ccc(Cl)cc1)Nc1ccc3ccccc3c1-2 (centres undefined),57%[activator],-7%,7%,-18%,10%,24%,1,2%,-9%
O=C(O)COc1ccc(S(=O)(=O)c2ccc(OCC(=O)O)cc2)cc1,-3%,-18%,-7%,-9%,/,44%[activator],5,0%,-2%
Cc1ccc2cccc([N+](=O)[O-])c2n1,/,-22%,i,/,1%,/,4,12%,/
Cc1cc(=O)oc2ccc(OCc3ccccc3)cc12,9%,-1%,5%,11%,-3%,63%[activator],2,3%,3%
CCOC(=O)c1c(C)[nH]c(CCC(=O)Nc2ccc(OC)c(OC)c2)c1C,-1%[57.1 µM],-19%,-5%,13%[57.1 µM],2%,10%[57 µM],-1,-5%,-5%
CCN1CCCC1CN(Cc1cc2ccc(C)c(C)c2[nH]c1=O)C(=O)Nc1ccccc1OC (centres undefined),13%,-23%,-14%,-13%,?,16%,1,11%,35%[activator]
O=C1CC(c2ccc(S(=O)(=O)NC3CC3)cc2)CN1 (centres undefined),-9%,-12%,-1%,-7%,15%,22%,-6,-9%,-1%
COc1cc(/C=N/NC(=O)C2CCN(CC(O)COCc3ccccc3)CC2)ccc1O (centres undefined),-6%,-4%,4%,-1%,-3%,22%,-1,-2%,3%
CCC1CCCCN1S(=O)(=O)c1ccc(S(=O)(=O)N(Cc2cccs2)C2CC2)cc1 (centres undefined),-3%[57.1 µM],-5%,/,24%,-11%,48%[activator],8,1%,1%
CCN(CC)S(=O)(=O)c1ccc(OC)c(NC(=O)COc2ccc3c(C)cc(=O)oc3c2)c1,6%,-24%,0%,6%,0%,30%,-9,-1%,31%[activator]
CCOc1ccc(N2C(=O)CC(Sc3ccccc3C(=O)O)C2=O)c([N+](=O)[O-])c1 (centres undefined),5%,-24%,-6%,28µM*,4%,2%,1,14%,-24%
CCC1CN(C(=O)N2CCC(C(=O)NCCC3=CCCCC3)CC2)c2ccccc2O1 (centres undefined),4%[11.4 µM],-10%,-8%,26%,-6%,50%[activator],5,11%,-5%
Cc1ccc2c(c1)S(=O)(=O)N(C)C(c1ccccc1)=C2,-5%,-17%,1%,-2%,8%,113%[activator],5,2%,-3%
CC(=O)Nc1cc2c(cc1Cl)-c1ccccc1C2,-3%[11.4 µM],-6%,i,-9%[11.4 µM],-4%,29%,6,6%,/
COc1ccc(OCCCC(=O)Oc2ccc(OC)cc2)cc1,15%,0%,-5%,43%[activator],0%,5%,6,1%,-1%
Cc1cc(NC(=O)C(C)SCC(=O)OCC(=O)Nc2c(C)cccc2C(C)C)no1 (centres undefined),1%,-12%,-1%,11%,2%,29%,2,0%,11%
COCCNS(=O)(=O)c1ccc(-c2ccc(C)cc2)cc1,2%,-15%,13%,11%,1%,22%,0,1%,2%
O=C(CCCCCNC(=O)c1ccccc1)C[N+](=O)[O-],-12%,-3%,-5%,-38%,-16%,38%,18,5%,5%
CCOC(=O)c1c(NC(=O)Cn2cnc([N+](=O)[O-])n2)sc2c1CCCC2,-5%,-6%,-3%,4%,6%,-10%,0,-1%,-1%
